LmPK inh – qHTS Assay for Inhibitors of Leishmania Mexicana Pyruvate Kinase (LmPK). purified LmPK, Kinase-Glo ATP luminescence, 1 h. Potency, µM (highest dose often 57.5 µM), for the others: top-dose activity change, negative = inhibition, usual class: inhibitors. 290,000 tested, 0.37% active. AID 1721, 2009; also: potency is read from the fitted curve at half-maximal effect; % is scaled to controls: 0 for no effect and ±100 for the full control effect
Target sequence (Q27686 whole entry, looked up): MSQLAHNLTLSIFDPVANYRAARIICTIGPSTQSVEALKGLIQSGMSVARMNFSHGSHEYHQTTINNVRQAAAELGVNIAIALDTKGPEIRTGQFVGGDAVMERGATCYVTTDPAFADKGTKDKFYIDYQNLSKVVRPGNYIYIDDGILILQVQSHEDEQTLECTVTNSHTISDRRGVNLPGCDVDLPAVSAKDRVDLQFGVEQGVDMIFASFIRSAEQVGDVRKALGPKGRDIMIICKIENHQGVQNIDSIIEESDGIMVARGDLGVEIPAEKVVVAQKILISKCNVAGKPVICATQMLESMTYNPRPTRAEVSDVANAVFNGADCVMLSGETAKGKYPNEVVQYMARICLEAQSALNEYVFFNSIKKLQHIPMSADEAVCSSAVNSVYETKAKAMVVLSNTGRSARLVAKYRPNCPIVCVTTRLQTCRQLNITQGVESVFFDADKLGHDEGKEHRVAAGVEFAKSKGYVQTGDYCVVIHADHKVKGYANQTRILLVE
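Pyruvate kinase activity monitored as ATP production (luciferase luminescence). Conditions: 0.1 nM enzyme, 0.5 mM PEP, 0.1 mM ADP, 1 h, RT; normalized against uninhibited and no-enzyme wells.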
Shiga inhibitor – A qHTS for Small Molecule Inhibitors of Shiga Toxin; inhibition, % at 38.7 µM; 290,000 tested, 9.2% active; Vero cells, Shiga toxin protein synthesis inhibition reporter; in the data active = inhibition mostly above about 28%, no sharp cut-off; inactive = mostly below about 43%; also: 0% is about no effect
Pf growth 96h – Primary qHTS for delayed death inhibitors of the malarial parasite plastid, 96 hour incubation; P. falciparum luciferase reporter growth, 96 h; Potency, µM (top dose mostly 28.7 µM), without a hit: top-dose activity change, negative = inhibition, most hits filed as inhibitors; 320,000 tested, 6.9% active; also: potency is read from the fitted curve at half-maximal effect; % is scaled to controls: 0 for no effect and ±100 for the full control effect
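Two parasite generations (96 h, 37 C, 5% CO2) of compound exposure in infected erythrocytes (0.05% parasitemia, 2% hematocrit). Luciferase-reporter P. falciparum; decreased luminescence indicates inhibited growth, aimed at apicoplast-acting delayed death.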
HCV inhibitor – qHTS Assay for Inhibitors of Hepatitis C Virus (HCV); Huh7.5.1 HCVcc-Cre infection, luciferase reporter, 44 h; Potency, µM (series often up to 41.8 µM), for inactives: at the highest dose activity change, negative = inhibition, most hits filed as inhibitors; 340,000 tested, 3.4% active; AID 651820, 2012; also: potency is read from the fitted curve at half-maximal effect; % is scaled to controls: 0 for no effect and ±100 for the full control effect
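Cells seeded at 1,000/well and cultured 4 h, then compounds added followed by HCVcc-Cre virus (~0.5 moi). After 44 h further culture, luciferase substrate was added, plates held 15 min at room temperature, and luminescence read for 15 sec.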
CHX counter – Cycloheximide Counterscreen for Small Molecule Inhibitors of Shiga Toxin | cell reporter, cycloheximide protein synthesis inhibition counterscreen | max response, % | 300,000 tested, 12% active; in the data active = max response mostly above about 13%, no sharp cut-off; inactive = mostly below about 14%; also: read at 38.3 µM for the half of the compounds with a filed dose; 0% is about no effect
TbPYK inhibitor – qHTS of Trypanosoma Brucei Inhibitors. Potency, µM (top dose mostly 76.8 µM), for inactives: at the top dose activity, negative = inhibition, actives largely listed as inhibitors. pyruvate kinase (Trypanosoma brucei), Q57TT1. AID 624173, 2012. TbPYK enzyme, Kinase-Glo Plus ATP luminescence, 45 min. 410,000 tested, 0.12% active; also: potency is read from the fitted curve at half-maximal effect; % is scaled to controls: 0 for no effect and ±100 for the full control effect; nearly all actives have a fitted effect of over 50% in size
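ADP (130 uM final) triggers the TbPYK reaction after compound addition; incubation is 45 min at room temperature. Kinase-Glo Plus is then added and luminescence imaged. Normalized data are fitted to concentration-effect curves.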
Pf growth 48h – Primary qHTS for delayed death inhibitors of the malarial parasite plastid, 48 hour incubation. 310,000 tested, 5.9% active. AID 504832, 2011. P. falciparum luciferase growth in erythrocytes, 48 h. Potency, µM (doses to about 28.7 µM), for the others: top-dose activity change, negative = inhibition, actives largely listed as inhibitors; also: potency is read from the fitted curve at half-maximal effect; % is scaled to controls: 0 for no effect and ±100 for the full control effect
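Firefly luciferase activity from engineered P. falciparum reports growth; inhibitors lower the luminescent signal. Cultures contained 2% hematocrit erythrocytes at 0.1% final parasitemia.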
Active calls of the source: *; ? = inconclusive; nt = no result given; [ ] = remark or other dose. Unless noted, calls follow the shape of the dose curve; as a rule, active = well fitted curve in the direction sought with a large enough effect; inconclusive = small, poorly fitted or top-dose-only effect, or another doubt; inactive = no such curve, though single readings can be large; an effect the other way counts as inactive or inconclusive.

SMILES	LmPK inh	Shiga inhibitor	Pf growth 96h	HCV inhibitor	CHX counter	TbPYK inhibitor	Pf growth 48h
O=C(NNS(=O)(=O)c1ccccc1)c1cccnc1	-13%	-7	?	3%	-2	-6%	8%
CCCC(=O)NC1=C(C#N)C2(CCCCC2)Cc2ccccc21	13%	-9	?	11%	-2	-6%	nt
Cn1cc(S(=O)(=O)Nc2ccc(OC(F)(F)F)cc2)c(=O)n(C)c1=O	7%	-2	-19%	20%	-1	-10%	14%
CCc1ccccc1N(C(C)=O)c1nc(CCl)cs1	0%	23	?	1%	10	1%	?
O=C(NC1CCS(=O)(=O)C1)OC1CCCCC1 (stereo unspecified)	-5%	-3	-11%	21%	2	0%	8%
CC1CCCC(C(=O)O)N1C(=O)CCSC(=O)c1ccccc1 (stereo unspecified)	-18%	2	?	nt	1	0%	32%[activator]
Cc1nn(C)cc1/C=N/n1nnnc1N	2%	1	nt	5%	-3	8%	nt
Cc1ccccc1NC(=O)c1ccc2ccccc2c1	1%	92*	0%	3%	30*	-3%	-25%
COc1ccccc1NS(=O)(=O)c1cc(NC(=O)c2ccc3ccccc3n2)ccc1Cl	2%	1	17%	-1%	-1	7%	4%
Cc1ccc(NC(=O)c2nc[nH]c2C(=O)N2CCc3ccccc3C2)cc1	nt	nt	?	3%	nt	-1%	-1%
CC(=O)c1ccc(NC(=O)Cc2cccs2)cc1	-1%	nt	1%	11%	28*	1%	191%[activator]
Cc1c(C(=S)NC(=O)C2CC2)c(=O)n(-c2ccccc2)n1C	0%	-8	15µM*	-9%	7	6%	-30%
O=C(Cn1cnc2ccc(Cl)cc2c1=O)c1cccs1	-3%	-7	35%[activator]	-2%	7	-2%	10%
O=C(c1ccco1)N1CCN(Cc2nc3ccccc3c(=O)n2-c2ccc(F)cc2)CC1	2%	-6	9.3µM*	2%	-2	-3%	nt
CCCC(=O)c1ccc(N2CCC(C)CC2)c(F)c1	2%	60*	-15%	-1%	43*	-33%	42%[activator]
O=C(Nc1ccc2c(c1)ncn2-c1ccccc1)c1ccco1	-9%	45*	3%	-15%	38*	?	-16%
CCOc1ccc(C(=O)OCC(=O)NCc2ccco2)cc1OCC	-1%	-13	-12%	-17%	-4	-6%	-7%
CC(C)S(=O)(=O)c1csc(NC(=O)Nc2ccc(Cl)cc2)c1Cl	5%	37	1.2µM*	?	17*	-6%	5.2µM*
COc1ccc(S(=O)(=O)N2CCN(c3cccc(C)c3C)CC2)cc1	-4%	16	11%	-2%	-3	-1%	nt
COc1ccc(CNc2ccc(S(=O)(=O)N3CCN(C)CC3)cn2)cc1OC	nt	nt	?	11%	nt	0%	-13%

Part of the list above, set out differently.
Fields – LmPK inh, Shiga inhibitor, Pf growth 96h, HCV inhibitor, CHX counter, TbPYK inhibitor, Pf growth 48h
> O=C(c1ccco1)N1CCN(Cc2nc3ccccc3c(=O)n2-c2ccc(F)cc2)CC1
    2%, -6, 9.3µM*, 2%, -2, -3%, nt
> CCCC(=O)c1ccc(N2CCC(C)CC2)c(F)c1
    2%, 60*, -15%, -1%, 43*, -33%, 42%[activator]
> O=C(Nc1ccc2c(c1)ncn2-c1ccccc1)c1ccco1
    -9%, 45*, 3%, -15%, 38*, ?, -16%
> CCOc1ccc(C(=O)OCC(=O)NCc2ccco2)cc1OCC
    -1%, -13, -12%, -17%, -4, -6%, -7%

Going on with the list.
SMILES	LmPK inh	Shiga inhibitor	Pf growth 96h	HCV inhibitor	CHX counter	TbPYK inhibitor	Pf growth 48h
O=C(NC1CCCC1)C(c1ccccn1)N(Cc1ccc(F)cc1)C(=O)c1csnn1 (stereo unspecified)	1%	-7	25%	0%	-4	2%	-25%
O=C(Nc1ccc(-c2cnco2)cc1)c1ccc(F)cc1F	5%	35*	186%[activator]	-5%	34*	-3%	0%
CC1=NN(Cc2ccccc2)C(=O)/C1=C/c1ccc(N(C)C)cc1	-18%	-14	1%	9%	4	-7%	-8%
CC1(C)C2([N+](=O)[O-])CN3CC1([N+](=O)[O-])CN(C2)C31CCCC1	-2%	-11	0%	-11%	0	-3%	11%
O=c1[nH]c2ccc(S(=O)(=O)Nc3ccc(-c4nnc5n4CCCCC5)cc3)cc2o1	-3%	-10	14%[5.75 µM]	1%	-3	8%	8%
O=C(NC(=S)Nc1ccc(CN2CCOCC2)cc1)c1ccc(-c2cccc(Cl)c2)o1	-5%	-2	-20%	14µM*	1	0%	?
O=C(Cc1ccccc1)NC1CCN(C(=O)NCc2ccccc2)CC1	-4%	-3	nt	3%	-2	-3%	0%
CCOC(=O)c1c(-c2cccc(C)c2)csc1NC(=O)c1c(-c2ccccc2)noc1C	7%	14	?	-27%	-5	-6%	?
COc1ccccc1NC(=O)Nc1nc(CC(=O)NCc2c(F)cccc2F)cs1	nt	nt	-19%	?	nt	-8%	?
COc1ccc(CNC(=O)CSc2nc3ccc(OC)cc3[nH]2)cc1	4%	-2	13%	-15%	1	-4%	-5%
COc1ccc(N2C(=O)/C(=C/c3cccs3)NC2=S)cc1	-1%	22*	12%	7%	-1	?	1%
COc1cccc(C(=O)Nc2nc(C)cs2)c1	?	68*	85%[activator]	8%	35*	3%	122%[activator]
COCCNc1oc(/C=C/c2ccc(F)cc2)nc1S(=O)(=O)c1ccccc1	0%	8	?	-4%	16	-19%	?
CSc1ccc(S(=O)(=O)N2CCC(C(=O)NCc3ccncc3)CC2)cc1	-3%	-7	7.4µM*	10%	-2	-16%	74%[activator]
Nc1nonc1C(=O)OCC(=O)c1ccc(Cl)cc1	4%	-10	0%	5%	-3	3%	14%
CC(=O)Nc1ccc(Nc2nnc(-c3ccc(O)cc3)c3ccccc23)cc1	-1%	-4	23%	?	-3	2%	-9%
Cc1nc(C)n(CC(=O)N2CCCC(C(=O)c3cccc4ccccc34)C2)n1 (stereo unspecified)	-1%	24	?	0%	14*	-6%	0%
CC(=O)c1ccc(-n2c(CCC(=O)O)ccc2-c2ccc(C)cc2)cc1	-1%	-6	-23%	18%	-3	-4%	4%
COc1ccc(C(=O)CC(=O)C(=O)Nc2cccc([N+](=O)[O-])c2C)cc1	2%	-7	?	?	-5	-9%	nt
COc1ccc(NC(=O)C(OC(=O)c2ccc([N+](=O)[O-])o2)c2ccccc2)cc1Cl (stereo unspecified)	0%	18	50%[activator]	-7%	20*	-7%	22%

One compound at a time (already shown). Screens in order: LmPK inh, Shiga inhibitor, Pf growth 96h, HCV inhibitor, CHX counter, TbPYK inhibitor, Pf growth 48h
COc1ccc(C(=O)CC(=O)C(=O)Nc2cccc([N+](=O)[O-])c2C)cc1 reads 2%, -7, ?, ?, -5, -9%, nt
COCCNc1oc(/C=C/c2ccc(F)cc2)nc1S(=O)(=O)c1ccccc1 reads 0%, 8, ?, -4%, 16, -19%, ?
COc1ccc(NC(=O)C(OC(=O)c2ccc([N+](=O)[O-])o2)c2ccccc2)cc1Cl (stereo unspecified) reads 0%, 18, 50%[activator], -7%, 20*, -7%, 22%
O=c1[nH]c2ccc(S(=O)(=O)Nc3ccc(-c4nnc5n4CCCCC5)cc3)cc2o1 reads -3%, -10, 14%[5.75 µM], 1%, -3, 8%, 8%

Returning to the listing, repeating the 2 entries before the break.
SMILES	LmPK inh	Shiga inhibitor	Pf growth 96h	HCV inhibitor	CHX counter	TbPYK inhibitor	Pf growth 48h
COc1ccc(C(=O)CC(=O)C(=O)Nc2cccc([N+](=O)[O-])c2C)cc1	2%	-7	?	?	-5	-9%	nt
COc1ccc(NC(=O)C(OC(=O)c2ccc([N+](=O)[O-])o2)c2ccccc2)cc1Cl (stereo unspecified)	0%	18	50%[activator]	-7%	20*	-7%	22%
COc1c(C)cc(Br)cc1C(=O)NC(=S)Nc1ccc(Cl)c(C(=O)O)c1	10%	102	17%	5%	22	4%	-7%
CCCn1cc(C(CC(=O)O)C(=O)O)c2ccccc21 (stereo unspecified)	-4%	2	-4%	-11%	-2	-4%	7%
CC(C)c1ccccc1NC(=O)c1cccc(NC(=O)c2ccccc2)c1	-8%	-11	nt	?	-3	2%	?
O=C1CC(c2ccc(F)cc2)c2cc3c(cc2N1)CCC3 (stereo unspecified)	4%	-10	25%	?	-4	15%	15µM*
Cc1ccccc1CNC(=O)c1ccccc1NS(C)(=O)=O	2%	18	?	3%	4	6%	30%[activator]
C/C(=N\Nc1ccc([N+](=O)[O-])cc1)c1ccc(-n2nncc2C(C)(C)C)cc1	5%	-2	71%[activator]	-2%	-4	10%	19%
C=CCN1C(=NC(=O)CCCC(=O)O)SC2CS(=O)(=O)CC21 (stereo unspecified)	-10%	-2	5%	6%	2	3%	17%
Cc1ccc(-n2nc3c(c2NC(=O)C2CCCC2)CS(=O)(=O)C3)cc1	-1%	4	-88%	2%	4	?	16%
CCN1CCN(C(=O)c2cc3c(=O)n4ccccc4nc3n2Cc2ccccc2)CC1	2%	19	3%[5.75 µM]	nt	-1	nt	-10%
Cc1ccnc2nc(C(=O)NC3=NCCS3)nn12	-2%	12	?	4%	3	-5%	42%[activator]
C/C(=N\NC(=O)CSCc1ccccc1Cl)c1cc(O)ccc1O	2%	40*	-25%	?	23*	-10%	?
COc1ccc2cc(C(=O)NCc3ccccc3)c(=Nc3ccc(C(=O)O)cc3)oc2c1	8%	23	0.41µM*	?	13	3%	?
Cc1ccc(NC(=O)c2ccc(-c3nn(C)c(=O)c4ccccc34)cc2)cc1	5%	-10	10µM*	13µM*	-5	5%	nt
CCCNC(=O)c1ccc2c(c1)ncn2-c1ccccc1OC	7%	20	89%[activator]	6%	12*	3%	?
Cc1nnc(SCC(=O)NC2CC2)n1CCc1ccccc1	0%	-7	16%	2%	-2	-1%	-3%
COc1ccc(C)cc1NC(=O)CSc1nnc2ccc(-c3cccnc3)nn12	nt	nt	?	0%	nt	3%	?
Cn1c(CNC(=O)CCNC(=O)c2cccc(Cl)c2)cc(=O)n(C)c1=O	-10%	-12	?	23%	-3	2%	5%
COCCN1CCN(C(=O)C2CCC(=O)N(CCc3cccc(F)c3)C2)CC1 (stereo unspecified)	-1%	-3	16%	17%	0	-3%	27%
O=C(CSc1nc(N2CCCCC2)nc(N2CCCCC2)n1)N1CCc2ccccc21	-4%	34	38%	13%	1	nt	4%
CC(C)OCC(O)CN1CCN(CC(O)COc2ccc3c(c2)OCO3)CC1 (stereo unspecified)	0%	-3	31%[activator]	8%	-3	1%	0%
Cc1cnc(=O)[nH]c1SCc1cccc(C(F)(F)F)c1	2%	12	3%	13%	9	2%	33%[activator]
CC1(C)CC(=O)C/C(=N\NC(=O)Cc2ccccc2)C1	-1%	-11	-12%	6%	-3	6%	-3%
CSc1nncc(/C(C)=N\Nc2ccccc2)n1	3%	-9	0%	-27%	17	-3%	49%[activator]
O=c1c2c([nH]c3ccccc13)CCC2	0%	-29	-4%	13%	-2	1%	?

3 entries drawn at random from the list so far:
SMILES	LmPK inh	Shiga inhibitor	Pf growth 96h	HCV inhibitor	CHX counter	TbPYK inhibitor	Pf growth 48h
Cc1cnc(=O)[nH]c1SCc1cccc(C(F)(F)F)c1	2%	12	3%	13%	9	2%	33%[activator]
CSc1nncc(/C(C)=N\Nc2ccccc2)n1	3%	-9	0%	-27%	17	-3%	49%[activator]
CC1(C)CC(=O)C/C(=N\NC(=O)Cc2ccccc2)C1	-1%	-11	-12%	6%	-3	6%	-3%
